Bioassay records (PubChem BioAssay)
PTHR1 agonist: activates the human parathyroid hormone receptor PTHR1. Q03431. HEK293 GP2 PTHR1 cells, GloSensor cAMP luminescence, 1 h. Potency, µM (highest dose often 115 µM), inactives show at the highest dose activation, actives largely listed as activators. 410,000 compounds, 0.075% hits. AID 743266; further: potency means the concentration at half of the fitted maximal effect; nearly all actives have a fitted effect of over 55% in size; some results filed as inactive show a strong effect at the top dose; inactives centre near -15; many of its hits are not listed in these tables
Target sequence (Q03431 whole entry, looked up): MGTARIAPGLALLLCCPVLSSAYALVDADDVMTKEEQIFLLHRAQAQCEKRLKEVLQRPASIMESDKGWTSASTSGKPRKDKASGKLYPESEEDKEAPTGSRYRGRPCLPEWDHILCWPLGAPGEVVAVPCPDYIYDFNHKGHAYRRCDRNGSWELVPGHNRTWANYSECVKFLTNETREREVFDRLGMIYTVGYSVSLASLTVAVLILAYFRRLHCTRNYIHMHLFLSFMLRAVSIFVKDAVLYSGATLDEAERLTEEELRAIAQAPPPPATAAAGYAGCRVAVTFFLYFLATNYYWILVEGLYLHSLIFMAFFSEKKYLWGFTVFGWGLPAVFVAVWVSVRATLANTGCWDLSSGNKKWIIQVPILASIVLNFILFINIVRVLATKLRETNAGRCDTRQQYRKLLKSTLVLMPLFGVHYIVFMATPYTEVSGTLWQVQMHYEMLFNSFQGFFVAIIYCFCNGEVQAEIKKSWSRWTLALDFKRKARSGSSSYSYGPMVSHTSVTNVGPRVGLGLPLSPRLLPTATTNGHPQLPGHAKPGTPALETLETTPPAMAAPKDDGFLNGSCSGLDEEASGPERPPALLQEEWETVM
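HEK-293-derived GP2 cells expressing PTHR1 and a GloSensor cAMP reporter, 3,000/well, plated overnight, given luciferin plus IBMX (each 0.5 mM as added) for 1 h at 37 °C, then compound for 1 h at 37 °C. Luminescence was read after 15 min at room temperature.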
HEK293 tox: cytotoxicity counter-screen for GLP-1 receptor inverse agonists; Potency, µM (titrated, usually from 38.3 µM), inactives show at the top dose activity change, negative = inhibition, hits mostly inhibitors; 410,000 compounds, 0.13% hits; HEK293 cAMP-luciferase reporter cells, luminescence, 24 h;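 further: loss of luciferase light is scored as toxicity; potency means the concentration at half of the fitted maximal effect; on the % scale 0 is the no-effect control and ±100 the full control effect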
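Cells in DMEM/10% Nu serum/1% pen-strep, 1536-well format. Pre-incubated 12 h, dosed with 23 nL compound, incubated a further 24 h. Luciferase detection, 12 min at room temp, luminescence.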
aSyn rescue: alpha-synuclein toxicity inhibition in yeast; AID 652106; 370,000 compounds, 0.14% hits; Yeast expressing alpha-synuclein, growth rescue, BacTiter-Glo, 24 h; Potency, µM (doses to about 46.1 µM), for inactives: top-dose growth rescue (activation), hits mostly activators; further: potency means the concentration at half of the fitted maximal effect; % of control where 0% means no effect; nearly all actives have a fitted effect of over 65% in size
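Rescue of yeast growth: cells expressing toxic alpha-synuclein, induced in galactose at OD600 0.02, incubated with compound 24 h at 30 C. ATP luminescence quantified growth; inhibitors of toxicity appear as activators.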
Akt phos inh: blocks phosphorylation of Akt | Neuro2A IGF-stimulated pAkt S473 HTRF, 20 min; hits give low values | activity change, % for hits at 50 µM | 360,000 compounds, 0.32% hits; in the data active means activity change below about -80%; inconclusive means mostly about -51% to -80%; further: on the % scale 0 is the no-effect control and ±100 the full control effect
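Neuro2A cells in DMEM with 0.5% FBS, overnight at 37 deg C, given compound at single 50 µM final, then IGF (6 nM final) for 20 min at 37 deg C. Lysed; phospho-Akt Ser473 by HTRF after 24 h, 665/615 ratio.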
FUS yeast rescue: FUS proteinopathy suppression in yeast. Potency, µM (titrated, usually from 76.6 µM), inactives show top-dose growth rescue (activation), most hits filed as activators. S. cerevisiae FUS-expressing, growth rescue, OD600, 24 h. 390,000 compounds, 0.24% hits;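 further: potency means the concentration at half of the fitted maximal effect; plate controls were DMSO vehicle for no effect and reference control for full effect; nearly all actives have a fitted effect of over 55% in size; some results filed as inactive show a strong effect at the top dose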
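Absorbance at 600 nm, taken 24hr after compound addition, measured rescue of FUS-yeast growth at 30C. Induction used 2% galactose with seeding at OD 0.005. Controls: CP55940 from 92uM final, DMSO only.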
GLP1R inv ag: GLP-1 receptor (human) inverse agonism | P43220 | HEK293 GLP-1R CRE-luciferase, luminescence, 24 h; GLP-1R form is constitutively active | Potency, µM (titrated, usually from 38.3 µM), for the others: at the highest dose activity change, negative = inhibition, usual class: inhibitors | 410,000 compounds, 1.6% hits; further: potency means the concentration at half of the fitted maximal effect; on the % scale 0 is the no-effect control and ±100 the full control effect; nearly all actives have a fitted effect of over 55% in size
Target sequence (P43220 whole entry, looked up): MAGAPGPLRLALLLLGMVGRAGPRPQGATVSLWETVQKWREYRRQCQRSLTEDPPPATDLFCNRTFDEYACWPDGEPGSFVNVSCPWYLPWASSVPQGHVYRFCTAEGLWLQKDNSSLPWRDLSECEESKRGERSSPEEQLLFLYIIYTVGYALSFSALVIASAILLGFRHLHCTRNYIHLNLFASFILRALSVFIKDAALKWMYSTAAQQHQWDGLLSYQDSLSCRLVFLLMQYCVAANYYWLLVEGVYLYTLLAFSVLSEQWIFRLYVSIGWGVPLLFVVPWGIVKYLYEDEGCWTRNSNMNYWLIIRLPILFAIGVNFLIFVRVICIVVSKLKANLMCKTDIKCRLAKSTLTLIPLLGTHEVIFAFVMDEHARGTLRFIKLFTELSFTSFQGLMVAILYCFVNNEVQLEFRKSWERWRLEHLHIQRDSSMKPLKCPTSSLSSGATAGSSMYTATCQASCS
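Using stably transfected HEK293 (constitutively active GLP-1R, cAMP-luciferase reporter), compounds were incubated 24 hr and luciferase measured by luminescence.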
TDP43 rescue: inhibitors of TDP-43 toxicity in yeast. TDP-43 expressing yeast growth rescue, BacTiter-Glo, 24 h. Potency, µM (highest dose often 46.1 µM), inactives show at the top dose growth rescue (activation), most hits filed as activators. 410,000 compounds, 1.8% hits; further: potency means the concentration at half of the fitted maximal effect; % of control where 0% means no effect; nearly all actives have a fitted effect of over 50% in size
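Galactose-induced TDP-43 yeast, OD600=0.02, compound pinned; 24 hr, 30 deg C; BacTiter-Glo luminescence for growth. Inhibitors of TDP-43 toxicity read as activators.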
MmCpn inh: inhibitors of Methanococcus maripaludis chaperonin (MmCpn) | 330,000 compounds, 0.031% hits | Potency, µM (doses to about 76.9 µM), for the others: at the highest dose activity, negative = inhibition, usual class: inhibitors | purified Mm-Cpn ATPase, ADP Transcreener TR-FRET; further: potency means the concentration at half of the fitted maximal effect; on the % scale 0 is the no-effect control and ±100 the full control effect; nearly all actives have a fitted effect of over 80% in size
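Compound-treated chaperonin, 25 nM final, turns over 10 uM ATP at 37°C for 30 min following a 10 min preincubation; ADP generated competes with ADP-d2 for Eu-cryptate antibody, lowering FRET.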
Abeta yeast res: compounds reversing amyloid beta toxicity in yeast | Potency, µM (doses to about 46.1 µM), without a hit: at the highest dose growth rescue, actives largely listed as activators | yeast expressing A-beta42, growth rescue, OD600, 48 h; response scale: 0% DMSO, 100% iron-clioquinol control | 410,000 compounds, 0.063% hits; further: potency means the concentration at half of the fitted maximal effect; nearly all actives have a fitted effect of over 55% in size
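Growth rescue measured by 600 nm absorbance after 48 h yeast culture at 30 C with compound. Values normalized between DMSO and an equimolar ferric chloride plus clioquinol control.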
An asterisk follows results filed as active; i = inactive; ? = inconclusive; . = not tested or not shown; & = joins results of further samples; [ ] = remark or other dose. Unless noted, the call rests on the fitted dose curve; in most records, active means well fitted curve in the direction sought with a large enough effect; inconclusive means small, poorly fitted or top-dose-only effect, or another doubt; inactive means no such curve, though single readings can be large; an effect the other way counts as inactive or inconclusive.

SMILES	PTHR1 agonist	HEK293 tox	aSyn rescue	Akt phos inh	FUS yeast rescue	GLP1R inv ag	TDP43 rescue	MmCpn inh	Abeta yeast res
Cc1nc(Cl)c(C(=O)NC(=O)Nc2cccc(C(F)(F)F)c2)c(C)c1[N+](=O)[O-]	-25.8%	?	0.6%	i	30.3%	-39.9%	5.1%	1.1%	16.5%
Cc1ccccc1C(=O)c1c[nH]c(C(=O)N=CN(C)C)c1	i	14.0%	-7.1%	i	1.9%	16.4%	-4.2%	3.4%	0.0%
O=C(CN(C(=O)CCC(=O)Nc1ccccn1)c1ccc2c(c1)OCO2)NCc1ccc(F)cc1	i	-0.6%	-6.7%	i	-9.5%	20.1%	11.2%	2.4%	-8.6%
CCN(CC(=O)NCc1cccs1)C(=O)c1ccc(NS(=O)(=O)c2cccc([N+](=O)[O-])c2)cc1	i	7.4%	0.7%	i	23.9%	2.7%	14.0%	0.1%	-12.3%
CCCCCc1ccc(-c2cn(Cc3ccc(C)cc3)nn2)cc1	i	4.3%	-1.5%	i	16.2%	14.0%	-0.9%	0.6%	-14.6%
C(=N\Nc1nccc(-c2cccnc2)n1)/c1ccccc1	i	0.6%	-2.3%	i	-27.3%	-66.1%	-9.2%	-1.3%	13.8%
C=CCn1c(SCc2cc(=O)n3ccsc3n2)nc2ccccc2c1=O	6.9%	21.2%	-6.0%	i	-29.6%	13.0%	16.9%	0.2%	2.6%
CC(C)(CO)Nc1ncnc2onc(-c3ccc(F)cc3)c12	-14.7%	2.5%	-4.9%	i	16.1%	-12.7%	-12.5%	0.3%	2.2%
CC(C)(CNC(=O)CNC(=O)C1CCCCC1)N1CCOCC1	i	-24.1%	10.4%	i	-27.2%	-8.8%	1.0%	0.6%	-9.0%
CN1CCN(C2CN(Cc3ccc([N+](=O)[O-])cc3)S(=O)(=O)C2)CC1 (configuration not stated)	-25.3%	-0.3%	0.4%	i	-30.8%	-13.9%	15.2%	.	9.0%
COc1ccc(NC(=O)CS(=O)CC(=O)Nc2ccc(F)cc2F)cc1 (configuration not stated)	i	-1.8%	-2.2%	i	12.0%	0.8%	-12.3%	1.1%	-8.7%
CC(C)CN(C(=O)C1=COCCO1)c1c(N)n(Cc2ccccc2)c(=O)[nH]c1=O	i	-28.3%	-1.5%	i	-45.8%	0.1%	2.8%	.	0.1%
Cc1ccc(S(=O)(=O)Nc2ccc(NC(=O)/C=C/C(=O)O)cc2)cc1	i	19.5%	-4.3%	i	20.6%	24.8%	-25.3%[0.397 µM]	-0.2%	?
COc1ccc(S(N)(=O)=O)cc1C(=O)OCCCC(=O)c1ccccc1	i	2.6%	-4.3%	i	-0.1%	5.3%	3.9%	1.1%	-14.8%
CCN1CCc2c(sc(-n3cccc3)c2C(C)NC(=O)Nc2ccc(C(=O)OC)cc2)C1 (configuration not stated)	?	23.9%	.	.	31.9%	9.3%	-1.9%	.	-25.5%
Cc1ccc(C(C[N+](=O)[O-])n2nc(C)cc2C)cc1 (configuration not stated)	-67.2%[inhibitor]	3.5%	4.3%	i	.	-11.1%	-65.6%[inhibitor]	-8.1%	?
COC(=O)c1c(NC(=O)CN2CCN(c3ncccn3)CC2)sc(C(N)=O)c1C	?	2.6%	-8.3%	i	?	-11.4%	-21.3%	-4.8%	-22.5%
COc1c(Cl)cc(Cl)cc1/C=C(\C#N)c1nc(-c2ccc(Cl)cc2)cs1	-13.5%	17.6%	.	.	-17.9%	8.7%	0.6%	.	-15.1%
CCCNC(=O)CCc1c(C)nc2nc(C)nn2c1C	i	-14.1%	-8.2%	i	2.5%	?	-6.0%	0.3%	-10.8%
CCOc1ccc(/C(C)=N/NC(=O)C(OC)c2ccccc2)cc1 (configuration not stated)	i	-3.5%	0.5%	i	-12.5%	1.2%	12.4%[9.22 µM]	-1.7%	-8.1%
Cc1ccccc1CC1(CO)CCCN(C(=O)CCCN2CCCCC2=O)C1 (configuration not stated)	-12.1%	-9.2%	-5.1%	i	6.4%	-4.1%	.	0.3%	5.9%
COc1ccc(/C=C/C(=O)NC(C)CCc2ccccc2)cc1OC (configuration not stated)	i	4.0%	0.8%	i	23.3%	12.2%	4.4%	5.0%	-23.9%
CCN(CC)CCNCC(=O)N1c2ccccc2CCc2ccc(NC(=O)OC)cc21	18.1%	-6.3%	-0.1%	i	30.8%	0.1%	-13.8%	-4.9%	4.1%
Cc1cc(N(C(=O)c2ccco2)C(C(=O)NC2CCCCC2)c2ccccc2)ccc1-n1cnnn1 (configuration not stated)	i	1.2%	-1.8%	i	13.0%	0.0%	-15.8%	2.3%	6.0%
NS(=O)(=O)c1ccc(N/N=C2/CCCc3ccccc32)c([N+](=O)[O-])c1	1.2%	4.1%[7.66 µM]	-0.6%	i	7.3%	50.8%[activator][7.66 µM]	-20.8%	2.7%	-12.1%
CCn1c(-c2cccs2)nc2ccccc21	i	7.7%	-2.8%	i	33.8%	?	-6.8%	-5.6%	8.8%
COCCN(C(=O)CCC(=O)Nc1nccs1)C(C(=O)NCCC(C)C)c1ccc(OC)cc1 (configuration not stated)	i	-5.8%	-0.6%	i	20.6%	-4.2%	-9.8%	3.1%	2.9%
COc1cc(/C=C(\C#N)C(=O)Nc2cccc3ncccc23)cc(OC)c1OC	-15.4%	172.9%[activator]	-0.6%	i	11.0%	13.9%	-1.6%	-0.1%	7.7%
CC(C)(C)c1ccccc1OCCCCCNCCO	i	-16.3%	0.4%	.	6.8%	0.0%	-31.6%[inhibitor]	1.1%	-1.0%
C=C(C)CSc1nc2sc3c(c2c(=O)n1C1CCCCC1)CCN(C)C3	-21.2%	-3.6%	0.8%	i	19.5%	?	-7.1%	-10.6%	-14.3%
Cc1sc2ncnc(NCCN3CCOCC3)c2c1C	i	-23.8%	1.4%	i	17.3%	-0.3%	0.0%	0.6%	-7.4%
CCOC(=O)c1[nH]c(C)c(CC(C)C)c1C	10.5%	-2.8%	0.4%	i	39.6%	?	0.0%[0.397 µM]	1.4%	18.2%
COc1ccc(N(CC(=O)Nc2cc([N+](=O)[O-])ccc2C)S(C)(=O)=O)cc1OC	i	-13.4%	5.4%	i	-3.9%	40.7%[activator]	-20.8%	2.3%	19.1%
COc1ccc(-n2nc3cc(C)c(N)c(Br)c3n2)cc1	-18.0%	5.1%	-10.0%	i	13.3%	22.6%	6.7%	-24.6%	-15.6%
CC(=O)N(C(C)=O)c1ncnc2c1c(-c1ccc(Cl)cc1)nn2C(C)(C)C	-32.3%[inhibitor]	-22.6%	-25.8%	i	-19.7%	1.8%	0.0%	0.6%	-47.4%[inhibitor]
CCCCNC(=O)NC(C(=O)OC)C12CC3CC(CC(C3)C1)C2 (configuration not stated)	i	4.2%	5.2%	i	.	0.0%	4.9%	0.6%	10.3%
CCc1ccc(NC(=O)Cn2c(=O)n(-c3ccc(OC)cc3)c(=O)c3ccc(C(=O)NCc4ccc(C)cc4)cc32)cc1	i	-0.3%	.	.	6.5%	-1.7%	4.5%	.	-7.3%
CC[C@H](C)[C@H](NC(=O)c1ccccc1)C(=O)NC(CC(=O)O)c1ccc(F)cc1 (some centres not stated)	i	14.6%	-0.1%	i	-23.2%	17.5%	5.9%	?	8.3%
COc1ccc(N2C(=O)C3CCCN3C2c2ccc(C)cc2)cc1 (configuration not stated)	-17.8%	2.1%	-7.0%	i	-15.2%	9.0%	2.4%	-2.6%	4.3%
N#Cc1cc2nc(O)c(O)nc2cc1[N+](=O)[O-]	17.4%	2.4%	-5.3%&0.0%	i	-1.1%	35.3%[activator]	3.1%	0.5%	1.8%

Given with values under each structure: 3 of the compounds above
Values run as follows: PTHR1 agonist	HEK293 tox	aSyn rescue	Akt phos inh	FUS yeast rescue	GLP1R inv ag	TDP43 rescue	MmCpn inh	Abeta yeast res
Cc1ccccc1CC1(CO)CCCN(C(=O)CCCN2CCCCC2=O)C1 (configuration not stated)
  -12.1%	-9.2%	-5.1%	i	6.4%	-4.1%	.	0.3%	5.9%
COc1ccc(/C=C/C(=O)NC(C)CCc2ccccc2)cc1OC (configuration not stated)
  i	4.0%	0.8%	i	23.3%	12.2%	4.4%	5.0%	-23.9%
CCN(CC)CCNCC(=O)N1c2ccccc2CCc2ccc(NC(=O)OC)cc21
  18.1%	-6.3%	-0.1%	i	30.8%	0.1%	-13.8%	-4.9%	4.1%

Remaining list, next part:
SMILES	PTHR1 agonist	HEK293 tox	aSyn rescue	Akt phos inh	FUS yeast rescue	GLP1R inv ag	TDP43 rescue	MmCpn inh	Abeta yeast res
CC(c1ccccc1)N(C)CC(=O)NC(=O)NCCC1=CCCCC1 (configuration not stated)	-39.9%[inhibitor]	10.7%	1.9%	i	-18.2%	?	5.7%	0.2%	0.8%
COc1cc(/C=C/C(=O)N2c3ccccc3Sc3ccc(C(F)(F)F)cc32)cc(OC)c1OC	-2.9%	3.6%	-0.3%	i	.	?	-8.0%	-1.1%	-3.8%
COCCNC(=O)Cc1c(C)c2c(cc(C)c3c(C(C)(C)C)coc32)oc1=O	i	?	-6.0%	i	?	?	4.6%	-2.0%	0.2%
CC(=O)Nc1ccc(C)cc1-c1nc2ccccc2n(CC(=O)c2ccc(C)c(C)c2)c1=O	-3.0%	-2.1%	.	.	-8.9%	-6.3%	-5.8%	.	-16.8%
CCOc1ccc(C2C(C#N)=C(N)N(N(C)C)C3=C2C(=O)CCC3)cc1 (configuration not stated)	i	-4.4%	-9.4%	i	-2.3%	5.1%	0.8%	0.6%	12.7%

Some of the compounds tested. The share of hits here may be higher or lower than overall.
